Screening results deposited in PubChem by several laboratories.
CHRM4 PAM = human M4 muscarinic receptor positive allosteric modulators, primary screen, CHO-K1 cells, Fluo-8 calcium fluorescence; activation, % at 3 µM; hit rate 0.4% among 360,000; Muscarinic acetylcholine receptor M4 (Homo sapiens), P08173; CHO-K1 hM4/Gqi5, ACh EC20; 0% = ACh EC20, 100% = maximal ACh;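 active means activation above its plate's cutoff, the mean activation of sample wells plus 3 SD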; further: some results filed as inactive read as strong as hits
Target sequence (P08173 whole entry, looked up): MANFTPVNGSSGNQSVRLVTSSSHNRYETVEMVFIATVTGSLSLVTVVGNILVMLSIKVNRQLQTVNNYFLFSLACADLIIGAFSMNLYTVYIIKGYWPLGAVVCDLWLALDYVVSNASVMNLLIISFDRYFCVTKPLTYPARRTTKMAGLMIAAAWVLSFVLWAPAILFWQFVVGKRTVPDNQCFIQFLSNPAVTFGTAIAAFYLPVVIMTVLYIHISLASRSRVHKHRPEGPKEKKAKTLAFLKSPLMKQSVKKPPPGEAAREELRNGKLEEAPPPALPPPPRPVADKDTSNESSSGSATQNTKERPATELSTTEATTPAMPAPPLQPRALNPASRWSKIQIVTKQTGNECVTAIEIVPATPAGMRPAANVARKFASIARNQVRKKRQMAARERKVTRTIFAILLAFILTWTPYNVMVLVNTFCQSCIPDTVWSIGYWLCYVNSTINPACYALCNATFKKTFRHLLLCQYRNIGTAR
CHRM4 agonist = human M4 muscarinic receptor agonists, primary screen, CHO-K1 cells, Fluo-8 calcium fluorescence | activation, % at 3 µM | CHO-K1 hM4/Gqi5; vehicle 0%, full acetylcholine response 100% | hit rate 0.14% among 360,000;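 active means activation above the run mean over all test wells plus 3 SD, cut at about 32% in these data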;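 further: peak over basal fluorescence ratio per well then scaled between controls; 0% = DMSO wells and 100% = acetylcholine at EC100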
M5 ag = human M5 muscarinic receptor agonists, primary screen, CHO-K1 cells, Fluo-8 calcium fluorescence; AID 624037, 2012; Muscarinic acetylcholine receptor M5 (Homo sapiens), P08912; CHO-K1 hM5 cells; 0% DMSO wells, 100% maximal acetylcholine response; hit rate 0.19% among 360,000; activation, % at 3 µM;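 active means activation above the run's mean over test compounds plus 3 SD, cut at about 23% in these data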;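 further: signal is peak over basal fluorescence ratio across the kinetic read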
Target sequence (P08912 whole entry, looked up): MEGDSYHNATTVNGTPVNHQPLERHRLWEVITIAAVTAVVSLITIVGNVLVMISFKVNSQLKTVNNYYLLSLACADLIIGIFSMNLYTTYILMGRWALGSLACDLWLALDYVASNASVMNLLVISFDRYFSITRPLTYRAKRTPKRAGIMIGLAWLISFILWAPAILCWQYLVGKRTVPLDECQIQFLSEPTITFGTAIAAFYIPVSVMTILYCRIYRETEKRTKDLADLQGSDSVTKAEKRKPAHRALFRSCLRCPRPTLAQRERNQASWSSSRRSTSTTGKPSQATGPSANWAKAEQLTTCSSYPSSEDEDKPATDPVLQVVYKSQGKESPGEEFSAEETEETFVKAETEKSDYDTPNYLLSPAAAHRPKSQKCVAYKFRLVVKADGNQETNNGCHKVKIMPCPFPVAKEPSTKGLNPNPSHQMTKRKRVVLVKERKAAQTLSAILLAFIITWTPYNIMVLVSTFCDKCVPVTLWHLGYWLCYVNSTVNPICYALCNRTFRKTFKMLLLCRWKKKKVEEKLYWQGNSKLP
M5 antag = human M5 muscarinic receptor antagonists, primary screen, CHO cells, Fluo-8 calcium fluorescence; Muscarinic acetylcholine receptor M5 (Homo sapiens), P08912; CHO-hM5 cells, ACh EC80; inhibition, % at 3 µM; hit rate 0.59% among 360,000;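 active means inhibition above a per-plate cutoff, the mean of that plate's test compounds plus 3 SD, cut at about 27% in these data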;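 further: 0% = acetylcholine EC80 with DMSO and 100% = DMSO without agonist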
IDE inh = human IDE inhibitors in live cells, primary screen, fluorescence polarization, HEK cells, FAbetaB substrate. FAbetaB cleavage. hit rate 0.41% among 320,000. inhibition, % at 5.59 µM;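 active means percent inhibition above the average of all tested compounds plus 3 SD, set per screening campaign, cut at about 16% in these data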;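 further: IDE supplied by intact live HEK cells; FP after avidin binding of uncleaved biotin substrate so inhibition keeps polarization high; 0% = DMSO wells and 100% = 60 µM reference IDE inhibitor Ii1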
M4 antag = human M4 muscarinic receptor antagonists, primary screen, CHO cells, Fluo-8 calcium fluorescence. Muscarinic acetylcholine receptor M4 (Homo sapiens), P08173. AID 624125, 2012. hit rate 0.73% among 360,000. inhibition, % at 3 µM. CHO-hM4 cells, ACh EC80;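 active means inhibition above its plate's cutoff, the mean inhibition of sample wells plus 3 SD, cut at about 27% in these data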;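 further: 0% = acetylcholine EC80 with DMSO and 100% = DMSO without agonist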
CRFBP-R2 agonist = agonists of CRF-BP/CRF-R2 complex, primary screen, cell-based, HEK293, calcium dye fluorescence, uHTS. calcium dye fluorescence (FLIPR); percent of saturating CRF peptide response. AID 588473, 2011. hit rate 0.46% among 350,000. activation, % at 13.2 µM. CRF-binding protein / CRF receptor 2 complex (human);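 active means activation of at least 50%, plus an integration ratio under a set limit after plate pattern correction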;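 further: plate controls were neutral control wells without compound for no effect and CRF at EC100 for full effect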
CHRM5 PAM = human M5 muscarinic receptor positive allosteric modulators, primary screen, CHO-K1 cells, Fluo-8 calcium fluorescence; Muscarinic acetylcholine receptor M5 (Homo sapiens), P08912; CHO-K1 hM5, ACh EC20 PAM; 0% = ACh EC20, 100% = ACh EC100; activation, % at 3 µM; hit rate 0.3% among 360,000; AID 624038, 2012;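 active means activation above the run cutoff, the mean activation of all test compounds plus 3 SD, cut at about 18% in these data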
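Replicates: One well per compound, no replicates | System: Human M5 receptor in CHO-K1 cells | Benchmarks: Low control EC20 acetylcholine (0%), high control EC100 acetylcholine (100%) | Probe or stimulus: Acetylcholine, EC20 level | Times: Fluo-8 loading 80 min at 37 °C plus 30 min room temperature | Signal: Intracellular calcium via Fluo-8 fluorescence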
CRFR2-BP antag = antagonists of CRF-BP/CRF-R2 complex, primary screen, cell-based, HEK293, calcium dye fluorescence, uHTS; CRF-induced calcium fluorescence; inhibition, % at 11.8 µM; hit rate 0.59% among 350,000; AID 588475, 2011;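 active means inhibition of the ligand-induced calcium signal above about 50% at the single tested concentration, limit read from the data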
Numbers without * were called inactive; nt = not tested or not shown.

CRFR2-BP antag	CRFBP-R2 agonist	CHRM5 PAM	IDE inh	M5 ag	M4 antag	SMILES	CHRM4 agonist	M5 antag	CHRM4 PAM
6.7	0.0	-12.7	4.2	-4.5	-0.1	O=c1cc(N2CCCCC2)c(-c2ccccc2)n[nH]1	0.4	-6.0	-3.5
-11.6	0.7	-2.4	-1.4	-3.1	-1.3	CC(C)CC(=O)Nc1nnc(S(=O)(=O)N2CCCCCC2)s1	1.5	6.2	3.2
2.3	0.5	-6.3	-2.8	-11.2	4.4	CCCCCCCN1CCN=C1Nc1ccccc1	-0.3	12.7	-3.0
-51.6	-1.1	-3.2	2.3	2.1	0.8	OC(c1ccccc1)C1CN(Cc2ccccc2)CCC1(O)c1ccccc1 (stereo unspecified)	4.0	3.1	-1.8
8.7	0.4	5.0	0.0	-1.2	3.9	COc1cc(/C=N/NC(=O)c2ccncc2)ccc1OC(=O)c1ccco1	0.1	-3.8	-2.2
-5.7	-1.5	-5.0	-5.3	0.1	4.0	CCOc1ccsc1C(=O)O	-0.7	12.5	-5.5
-130.7	132.6*	2.7	6.9	-3.2	0.6	O=S(=O)(NC1CCCCC1N1CCOCC1)c1ccc(Cl)cc1 (stereo unspecified)	0.6	10.1	0.2
-28.2	6.6	-2.5	-8.6	-0.7	-7.3	CC(C)(C)Cc1nc(-c2ccc(Cl)cc2)no1	0.1	5.0	17.1
3.1	-0.9	-11.6	1.8	-15.3	-2.3	CCOc1cccc(CN(CC)CC2CCCN(CCc3cccc(OC)c3)C2)c1O (stereo unspecified)	1.3	17.7	-13.5
nt	nt	-2.7	nt	3.3	2.6	Cc1cc(C)n2c(Nc3c(C)cccc3C)c(CCc3ccccc3)nc2n1	3.3	7.2	0.0
19.3	-1.6	5.4	1.5	-0.1	4.6	C=CCSc1nc2c(c(=O)[nH]1)C(C(C)C)C(C#N)=C(N)O2 (stereo unspecified)	-0.7	-3.1	8.1
-1.3	-1.0	-4.8	-3.4	-0.9	15.7	COc1ccc(CCn2c(=S)[nH]c3ccc(N4CCOCC4)cc3c2=O)cc1OC	0.4	1.2	-10.5
21.1	2.8	-1.0	-1.9	-25.1	9.6	C[n+]1ccccc1/C=C/c1ccc(F)c(F)c1	0.7	-12.5	-6.0
15.5	-1.5	-0.1	3.8	3.8	-10.0	CCN(CC(=O)Nc1ccc(NC(C)=O)cc1)C(=O)Cc1c(Cl)cccc1Cl	5.4	1.6	8.0
-3.4	0.5	-4.9	nt	-1.9	8.5	COc1ccccc1NC(=O)c1cc(-c2ccc(OC)c(OC)c2)nc2ccccc12	3.1	13.4	-3.4
31.0	-4.3	-7.3	1.6	-4.9	1.5	CCOc1ccc(C(=O)c2ccc([N+](=O)[O-])cc2Cl)cc1	-2.3	15.6	-7.2
7.4	0.1	1.8	6.4	0.4	-0.4	O=c1n(-c2ccccc2)c(=O)n2n1CCCC2	0.9	-2.1	1.6
-11.9	-0.7	-8.0	-5.6	-2.6	-2.6	COc1ccc(OCC(=O)N/N=C/c2cccc3cccnc23)cc1	4.4	10.8	3.5
8.7	0.4	-1.1	3.1	-2.6	-8.7	CC(=O)c1ccc(C(=O)N2CCCC(Nc3ccccc3)C2)s1 (stereo unspecified)	1.3	-2.0	5.2
1.7	-0.5	1.2	1.3	0.9	3.3	NS(=O)(=O)c1ccc(CCNC(=O)C2CCCCC2)cc1	0.5	0.4	-2.6
2.1	-2.2	-10.4	nt	-4.1	0.2	CC(Sc1nnc(CN2CCCC2)n1Cc1ccccc1)C(=O)Nc1ccc(F)cc1Cl (stereo unspecified)	4.5	10.9	-6.2
6.1	-0.5	-4.9	4.2	-3.1	8.6	Oc1ccc2[nH]cnc2c1CN1CCCCC1	0.6	4.7	-1.6
3.6	-0.1	-2.3	0.5	-1.4	5.5	O=C(COc1ccc(Cl)cc1Cl)N1CCN(C(=O)c2ccco2)CC1	2.2	13.1	-6.5
-19.0	3.5	-4.6	-1.3	0.5	21.2	Cc1nn(Cc2ccccc2Cl)c2sc(C(=O)NCc3ccc4c(c3)OCO4)cc12	1.3	1.0	-0.9
-53.6	0.4	-1.7	1.6	1.4	-3.3	Cc1ccc(Nc2nc(N)c([N+](=O)[O-])c(NCc3ccco3)n2)cc1C	-1.5	-5.2	0.1
-3.1	-0.3	-3.7	4.6	-0.7	3.4	CCc1ccccc1NC(=O)c1cccc(NC(=O)/C=C/c2ccco2)c1	6.5	-1.3	-12.2
-10.0	1.4	4.6	4.5	-2.0	3.4	Nc1nonc1-n1nnc(C(=O)N/N=C/c2ccco2)c1CSc1ccccc1	3.1	-3.5	14.8
-3.2	1.4	-8.9	6.1	-1.6	11.4	OC(CN1CCNCC1)Cn1c2ccccc2c2ccccc21 (stereo unspecified)	22.6	14.9	-13.8
-3.3	0.4	-0.9	5.8	0.1	8.5	COc1cc(OC)c(Cl)cc1N	0.6	10.7	-0.8
-4.3	-0.4	5.2	nt	-2.4	-17.2	C[C@@H]1CN([C@@H](C)CO)C(=O)c2cc(N(C)C)ccc2O[C@@H](C)CCCCO[C@@H]1CN(C)Cc1ccc2c(c1)OCO2	-0.4	-12.2	11.0
-32.6	2.6	-0.2	-0.6	0.4	-2.8	O=C(Cn1c(=O)c(=O)n(Cc2ccccc2)c2ccc(Cl)cc21)Nc1cccc(F)c1	0.9	0.6	7.1
12.6	-0.8	-6.6	nt	-2.8	-9.3	CN(C(=O)c1ccnn1C)C1CCCN(Cc2ccccc2F)C1 (stereo unspecified)	1.1	13.1	0.9
-12.9	1.1	1.0	-0.3	-1.7	-0.8	Clc1ccc(-c2cnc3ccccc3n2)cc1	-0.2	-2.1	2.4
-7.6	2.1	-6.1	5.9	-17.4	7.2	Cn1nc(C(=O)Nc2ccc(S(=O)(=O)N3CCCCC3)cc2)c2ccccc2c1=O	9.6	13.1	-9.4
-6.6	-0.5	-1.7	-2.1	-0.5	1.5	CN(CC(=O)Nc1ccc(N2CCOCC2)cc1)Cc1cc(=O)n2ccsc2n1	0.3	9.0	-3.0
-25.7	0.6	-7.7	1.5	-4.2	6.0	O=C(OC(C(=O)Nc1cccc(C(F)(F)F)c1)c1ccccc1)C1CCCCC1 (stereo unspecified)	0.2	7.8	-13.3
nt	nt	-0.3	nt	4.3	-6.2	Cc1ccc(S(=O)(=O)N[C@@H](C)CO)cc1	1.2	-0.2	0.6
-0.2	-1.2	-4.3	2.0	-0.2	-8.4	COC(=O)c1ccccc1NC(=O)C1CC(=O)N(c2ccc(OC)cc2)C1 (stereo unspecified)	2.7	10.7	-3.0
1.2	-0.8	0.7	7.5	-1.2	0.9	Cc1ccc(C(=O)O)cc1N1C(=O)CCCC1=O	0.6	7.8	1.6
8.6	-2.0	-4.3	-1.0	-7.1	3.5	CC(C)n1c(O)c(N=NC(=O)CNC(=O)c2cccnc2)c2ccccc21	4.3	9.2	6.3
8.3	-2.0	-18.7	6.2	5.2	-6.1	CC(C)(C)c1cc(-c2n[nH]c(=S)n2-c2ccc(Cl)cc2)n[nH]1	20.2	8.6	-19.6
-5.2	-0.4	-34.0	0.3	-2.4	10.8	CCN(CC)c1ccc(S(=O)(=O)N2CCOCC2)cc1NC(=O)COC(=O)/C=C/c1ccc(C)o1	22.1	31.1*	-8.7
-13.4	52.7*	-0.5	12.7	3.3	1.9	N#Cc1cc(C(=O)c2ccccc2O)cn(-c2ccc(Cl)cc2)c1=O	3.4	7.5	-0.3
2.9	0.5	4.1	-3.1	0.8	6.4	CCCCN(C(=O)COC(=O)c1nc2nc(C)cc(C)n2n1)C1CCS(=O)(=O)C1 (stereo unspecified)	0.3	-1.4	7.2
10.2	0.4	2.4	1.2	-4.9	1.4	CC(=O)c1ccc(Cc2ccccc2)cc1	0.1	0.8	-0.9
-17.8	20.7	-11.6	3.9	0.7	8.0	CC(=O)Nc1nnc(CSCc2ccccc2F)s1	3.8	17.7	-2.6
0.5	4.2	3.7	8.9	-1.5	-1.5	CC(CCn1cccn1)NC(=O)c1cc(COc2ccc(F)cc2F)on1 (stereo unspecified)	1.1	10.8	-2.1
1.9	2.4	3.4	nt	-3.6	-9.0	OC(COc1ccccc1)CN1CCCCC1 (stereo unspecified)	-0.2	2.3	10.3
5.4	-3.2	-4.5	-2.5	2.3	22.2	Cc1cc2ncc(C(=O)Nc3ccccc3)c(C)n2n1	1.0	1.5	-5.0
-2.0	0.6	7.2	5.6	1.3	8.7	CC(=O)NCN1CCN(CNC(C)=O)CC1	0.2	-9.7	9.6

The list goes on.
CRFR2-BP antag	CRFBP-R2 agonist	CHRM5 PAM	IDE inh	M5 ag	M4 antag	SMILES	CHRM4 agonist	M5 antag	CHRM4 PAM
-1.3	-1.7	11.1	9.0	-6.7	-5.9	CN(CC(=O)Nc1ccc(S(N)(=O)=O)cc1)c1ccccc1	1.9	-11.1	4.4
8.8	1.0	0.7	-0.6	1.2	2.1	O=C(CCl)Nc1ncc(S(=O)(=O)c2ccc([N+](=O)[O-])cc2)s1	1.7	9.0	0.2
-0.8	-0.8	-2.0	0.7	-4.5	16.4	COc1ccc(N(C(=O)c2ccc(S(=O)(=O)N3CCCC3)cc2)C2C=CS(=O)(=O)C2)cc1 (stereo unspecified)	0.4	8.5	-3.9
13.3	0.9	-3.2	5.4	-13.6	-23.5	O=C(Nc1ccc(Cl)cc1)N1CCSC1=NCc1ccccc1	9.4	9.8	4.5
-7.4	-0.5	-5.9	5.4	-17.7	-0.8	Cn1cc(CN2CCc3sccc3C2)c(-c2ccccc2F)n1	0.9	7.4	-17.0
4.0	-6.7	0.7	0.8	0.7	-3.8	CCOc1cc(N2CCOCC2)c(OCC)cc1NC(=O)c1cccc(N(C)C)c1	4.4	-3.4	-2.9
10.8	8.6	-2.3	1.5	-0.7	-8.9	CO[C@H]1/C=C/O[C@@]2(C)Oc3c(C)c(O)c4c(O)c(c(C=NN5CCN(C)CC5)c(O)c4c3C2=O)NC(=O)/C(C)=C\C=C\[C@H](C)[C@H](O)[C@@H](C)[C@@H](O)[C@@H](C)[C@H](OC(C)=O)[C@@H]1C	0.6	2.3	6.8

Structures from the list above that have a nitro group on carbon, in the order listed:
CRFR2-BP antag	CRFBP-R2 agonist	CHRM5 PAM	IDE inh	M5 ag	M4 antag	SMILES	CHRM4 agonist	M5 antag	CHRM4 PAM
31.0	-4.3	-7.3	1.6	-4.9	1.5	CCOc1ccc(C(=O)c2ccc([N+](=O)[O-])cc2Cl)cc1	-2.3	15.6	-7.2
-53.6	0.4	-1.7	1.6	1.4	-3.3	Cc1ccc(Nc2nc(N)c([N+](=O)[O-])c(NCc3ccco3)n2)cc1C	-1.5	-5.2	0.1
8.8	1.0	0.7	-0.6	1.2	2.1	O=C(CCl)Nc1ncc(S(=O)(=O)c2ccc([N+](=O)[O-])cc2)s1	1.7	9.0	0.2
